Tcruzi prolif = blocks T. cruzi growth in NIH3T3 culture; actives 5.9% (n = 77,000); inhibition, % at 8.34 µM; T. cruzi beta-gal in NIH3T3, GalScreen luminescence, 90 h; AID 624255;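 active means mean inhibition above about 93%, with at least 55% of replicates each passing it, limit read from the data, passing the limit was not always enough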
Pf Dd2 growth = P. falciparum Dd2 growth inhibition; SYBR Green, 72 h; active compounds read low; activity change, % at 10 µM; AID 1159554; actives 2.3% (n = 94,000); in the data active means activity change below about -80%
KDM4C inh = blocks human GASC-1 (KDM4C) demethylase activity; GST-KDM4C 2-372, H3K9me3 peptide, LANCE TR-FRET; Q9H3R0; actives 0.15% (n = 96,000); AID 720574; inhibition, % at 12.5 µM;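 active means mean replicate inhibition above about 25%, with at least 55% of replicates also reaching it, limit read from the data, passing the limit was not always enough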
Target sequence (Q9H3R0 2-372 limits assumed): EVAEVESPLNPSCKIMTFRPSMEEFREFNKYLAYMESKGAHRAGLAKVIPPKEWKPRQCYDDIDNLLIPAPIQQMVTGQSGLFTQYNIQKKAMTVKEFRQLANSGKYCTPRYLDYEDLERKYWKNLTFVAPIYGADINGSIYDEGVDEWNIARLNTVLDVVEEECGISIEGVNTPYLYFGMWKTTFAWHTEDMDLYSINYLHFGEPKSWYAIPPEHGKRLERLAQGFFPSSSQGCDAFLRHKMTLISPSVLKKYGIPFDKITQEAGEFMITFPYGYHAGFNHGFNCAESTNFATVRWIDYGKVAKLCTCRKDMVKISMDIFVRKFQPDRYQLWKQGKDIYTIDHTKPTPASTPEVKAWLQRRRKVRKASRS
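material = GST-tagged GASC-1 (JMJD2C) catalytic fragment, aa 2-372 | amount = enzyme final amount 10 nM | medium = HEPES buffer, pH 7.5, plus ascorbate | also added = H3K9me3 peptide substrate, Fe(II), 2-oxoglutarate | dosing = single dose | times = 30 min demethylation and 1 h detection at room temperature | detection = LANCE TR-FRET | read-out basis = Fall in 671/618 emission ratio as inhibition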
C diff growth = inhibitors of Clostridium difficile growth | Clostridium difficile clinical isolate growth, OD600, 24 h; active compounds read low | growth activity, negative = inhibition, % at 16 µg/mL (by protocol) | actives 0.25% (n = 86,000) | AID 1259249;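 active means mean growth activity at or below -80% and every replicate also at or below -80%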;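 further: 0% = DMSO wells and -100% = levofloxacin 16 µg/mL wells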
* = called active by the depositor; / = no result given; & = joins results of further samples; ! = not active in a repeat.

Sequence of screens – Tcruzi prolif | Pf Dd2 growth | KDM4C inh | C diff growth
C[C@@H]1CN([C@@H](C)CO)C(=O)c2cc(NC(=O)C3CCCCC3)ccc2O[C@@H](C)CCCCO[C@H]1CN(C)S(=O)(=O)c1ccc(F)cc1
  45 | -76 | -0.8 | 1
CCCC(=O)Nc1ccc2c(c1)C(=O)N(C)C[C@H](OC)[C@@H](C)CN(Cc1ccccc1F)[C@@H](C)CO2
  55 | -56 | 0.9 | 5
CC(=O)N1[C@@H]2Cn3c(ccc(-c4cncnc4)c3=O)[C@H]1[C@@H](C(=O)NC1Cc3ccccc3C1)[C@@H]2CO
  -10 | -2 | -1.4 | -1
C[C@H](CO)N1C[C@H](C)[C@H](CN(C)C(=O)Nc2ccccc2)OCCCC[C@H](C)Oc2ccc(NC(=O)NC3CCCCC3)cc2C1=O
  78 | -45 | -0.8 | /
COc1ccc(S(=O)(=O)N(C)C[C@H]2OCCCC[C@H](C)Oc3ccc(NC(=O)NC(C)C)cc3C(=O)N([C@H](C)CO)C[C@@H]2C)cc1
  -34 | / | -1.7 | -1
COc1ccc2c3c([nH]c2c1)[C@@H](CO)N(C(=O)Nc1ccc(F)cc1)CC31CN(C(=O)Cc2ccccc2)C1
  / | -10 | -0.9 | 2
CCCN1C[C@@H](C)[C@H](OC)CN(C)C(=O)c2ccc(NC(=O)c3ccccc3F)cc2OC[C@@H]1C
  24 | -35 | -1.6 | /
C[C@H](O)C#Cc1ccc([C@@H]2[C@H]3CN(C(=O)c4ccncc4)CCCCN3[C@H]2CO)cc1
  93 | 19 | -0.1 | -8
C[C@@H]1CN([C@@H](C)CO)C(=O)Cc2cc(NC(=O)CCN3CCOCC3)ccc2O[C@H]1CN(C)C(=O)Nc1ccc(F)cc1
  -12 | 8 | -0.4 | 1
C[C@@H]1CN([C@H](C)CO)C(=O)Cc2cc(NC(=O)Cn3cnnn3)ccc2O[C@H]1CN(C)S(C)(=O)=O
  3 | 5 | -0.1 | 9
CC(C)NC(=O)N[C@H]1CC[C@H](CCn2cc(-c3ccccc3)nn2)O[C@H]1CO
  32 | 3 | -0.5 | 3
C[C@@H]1CN([C@H](C)CO)C(=O)c2cc(C#CCN(C)C)cnc2O[C@H]1CN(C)Cc1ccc(-c2ccccc2)cc1
  109* | / | -0.1 | 10
CN(Cc1ccccc1F)C[C@H]1[C@@H](c2ccccc2)[C@@H](CO)N1S(C)(=O)=O
  / | -4 | -1.8 | 2
CN(C)C(=O)c1ccc(-c2ccc([C@@H]3[C@@H](C#N)N(C(=O)C4CCC4)[C@H]3CO)cc2)cc1
  46 | -7 | -0.6 | 5
COCC(=O)Nc1ccc2c(c1)OC[C@H](C)N(C(=O)Cc1ccccn1)C[C@H](C)[C@H](OC)CN(C)C2=O
  -8 | 24 | 1.7 | -1
C[C@@H]1CN([C@@H](C)CO)C(=O)c2cc(NC(=O)C3CCCCC3)ccc2O[C@@H](C)CCCCO[C@H]1CN(C)C(=O)CCCN(C)C
  -1 | 25 | 17 | 3
C[C@@H]1CN([C@@H](C)CO)C(=O)c2cc(-c3ccccc3F)cnc2O[C@@H]1CN(C)C
  -65 | 5 | 1.3 | 0
CN1C(=O)c2cc(NC(=O)C3CCOCC3)ccc2OC[C@@H]2O[C@H](CC(=O)NCc3ccc4c(c3)OCO4)CC[C@H]21
  -101 | / | 13 | -4
O=C(c1cnccn1)N1CC(=O)N2[C@@H](CO)[C@@H](c3ccc(-c4cccc(F)c4)cc3)[C@@H]2C1
  / | -47 | -0.5 | 4
O=C(Nc1ccc(F)cc1)N[C@@H]1CC[C@H](CC(=O)N2CCOCC2)O[C@H]1CO
  -42 | 23 | 0.1 | /

Part of the list above in order of count of non-hydrogen atoms, ascending:
Sequence of screens – Tcruzi prolif | Pf Dd2 growth | KDM4C inh | C diff growth
C[C@H](O)C#Cc1ccc([C@@H]2[C@H]3CN(C(=O)c4ccncc4)CCCCN3[C@H]2CO)cc1
  93 | 19 | -0.1 | -8
CCCC(=O)Nc1ccc2c(c1)C(=O)N(C)C[C@H](OC)[C@@H](C)CN(Cc1ccccc1F)[C@@H](C)CO2
  55 | -56 | 0.9 | 5
C[C@@H]1CN([C@@H](C)CO)C(=O)Cc2cc(NC(=O)CCN3CCOCC3)ccc2O[C@H]1CN(C)C(=O)Nc1ccc(F)cc1
  -12 | 8 | -0.4 | 1
C[C@H](CO)N1C[C@H](C)[C@H](CN(C)C(=O)Nc2ccccc2)OCCCC[C@H](C)Oc2ccc(NC(=O)NC3CCCCC3)cc2C1=O
  78 | -45 | -0.8 | /

More entries:
Sequence of screens – Tcruzi prolif | Pf Dd2 growth | KDM4C inh | C diff growth
C[C@@H]1CN([C@@H](C)CO)C(=O)c2cc(C#CC3CCCC3)cnc2O[C@@H]1CN(C)S(=O)(=O)c1cccc(F)c1
  104* | -58 | -1.4 | 3
CCCNC(=O)N[C@@H]1CC[C@@H](CCn2cc(C3CC3)nn2)O[C@@H]1CO
  / | 12 | 1.2 | -2
CC(C)NC(=O)N(C)C[C@@H]1Oc2cc(C#CCN(C)C)ccc2S(=O)(=O)N([C@@H](C)CO)C[C@@H]1C
  2 | 18 | 0.5 | 0
C[C@@H]1CN([C@H](C)CO)S(=O)(=O)c2ccc(C#Cc3cccc(F)c3)cc2O[C@@H]1CN(C)C(=O)CN1CCOCC1
  58&52 | -26&-30 | 0.7 | -9&4
C[C@H](CO)N1C[C@H](C)[C@H](CN(C)CC2CCOCC2)Oc2ncc(C#Cc3ccccc3)cc2C1=O
  30 | -8 | -1.9 | 6
COc1ccc2c3c([nH]c2c1)[C@@H](CO)NCC31CCN(C(=O)Nc2ccc3c(c2)OCO3)CC1
  / | 8 | -0.4 | 19
CCC(=O)N[C@@H]1C=C[C@@H](CC(=O)NCc2ccc(OC)cc2)O[C@H]1CO
  30 | 7 | -0.5 | /
O=C(C[C@H]1CC[C@@H]2[C@H](COC[C@H](O)CN2C(=O)Nc2ccc(Cl)c(Cl)c2)O1)NC1CCC1
  -43 | / | 0.8 | -99*!
CCCN(C)C[C@@H]1Oc2cc(-c3cccc(OC)c3)ccc2S(=O)(=O)N([C@H](C)CO)C[C@@H]1C
  23 | -24 | 6.1 | 4
C[C@@H]1CN([C@@H](C)CO)C(=O)c2cccc(NC(=O)Nc3ccc4c(c3)OCO4)c2O[C@H]1CN(C)Cc1ccc2c(c1)OCO2
  34 | -2 | 0.6 | 5
CC(C)NC(=O)Nc1cccc2c1O[C@H](CN(C)Cc1ccc(C(F)(F)F)cc1)[C@H](C)CN([C@@H](C)CO)C2=O
  / | -20 | 0.1 | 3&-3
C[C@@H]1CN([C@@H](C)CO)C(=O)c2cc(NS(C)(=O)=O)ccc2O[C@@H](C)CCCCO[C@@H]1CN(C)C(=O)Cc1ccccc1
  26 | / | 2.0 | 0
C[C@H](CO)N1C[C@H](C)[C@H](CN(C)C(=O)Nc2ccc(F)cc2)Oc2ccc(NC(=O)Cc3ccccc3)cc2CC1=O
  / | -6 | -2.0 | -4&-10
COc1ccc2c3c(n(C)c2c1)[C@H](CO)NCC31CCN(S(=O)(=O)c2cccc(F)c2)CC1
  / | -86* | -0.6 | 2
O=C(C[C@@H]1CC[C@@H]2[C@H](COC[C@@H](O)CN2Cc2ccccc2F)O1)N[C@H]1CCN(Cc2ccccc2)C1
  94 | -15 | 2.5 | /
COc1ccc(S(=O)(=O)Nc2cccc3c2O[C@H](CN(C)S(=O)(=O)c2cn(C)cn2)[C@@H](C)CN([C@H](C)CO)C3=O)cc1
  -14 | 14 | 0.8 | /
Cc1noc(C)c1S(=O)(=O)N(C)C[C@H]1OCCCC[C@H](C)Oc2ccc(NC(=O)CCC(F)(F)F)cc2C(=O)N([C@@H](C)CO)C[C@@H]1C
  37 | -58 | -1.4 | 2
O=C(N[C@@H]1C[C@@H]2O[C@@H](CO)CC[C@@H]2O[C@@H]1CCc1ccc(-c2ccccc2)cc1)c1cnccn1
  / | 2 | / | -8
CN1C(=O)c2cc(NC(=O)C3CCC3)ccc2OC[C@@H]2O[C@H](CC(=O)NCc3ccccc3F)CC[C@H]21
  / | -37 | 5.5 | -5
COc1ccc(S(=O)(=O)Nc2cccc3c2O[C@@H](CN(C)S(=O)(=O)c2ccc(OC)cc2)[C@H](C)CN([C@@H](C)CO)C3=O)cc1
  / | 0 | / | 9

Following part.
Compound,Tcruzi prolif,Pf Dd2 growth,KDM4C inh,C diff growth
C[C@H]1CN([C@@H](C)CO)C(=O)c2cccc(NS(=O)(=O)c3ccccc3)c2O[C@@H]1CN(C)Cc1ccc(-c2ccccc2)cc1,-105,-27,1.6,/
CCCNC(=O)C[C@H]1C[C@H]2c3cc(NC(=O)c4ccc5c(c4)OCO5)ccc3O[C@H]2[C@H](CO)O1,-38,-1,-1.0,5
C[C@H](CO)N1C[C@H](C)[C@H](CN(C)Cc2ccccc2)Oc2c(NC(=O)Nc3ccc4c(c3)OCO4)cccc2C1=O,57,-30,1.6,-1
C[C@@H]1CN([C@@H](C)CO)S(=O)(=O)c2ccc(C#CC(C)(C)O)cc2O[C@@H]1CN(C)C,-16,/,-0.5,-4
C[C@@H]1CCCCO[C@@H](CN(C)C(=O)CCCN(C)C)[C@H](C)CN([C@H](C)CO)C(=O)c2cc(NC(=O)c3ccccc3)ccc2O1,22,/,-0.8,0
COCC#Cc1ccc2c(c1)O[C@@H](CN(C)C(=O)Nc1ccccc1F)[C@@H](C)CN([C@@H](C)CO)S2(=O)=O,51,-73,-0.8,1
CNC[C@H]1OCc2ccccc2-c2ccccc2C(=O)N([C@@H](C)CO)C[C@@H]1C,-1,13,0.3,0
COCC(=O)Nc1ccc2c(c1)[C@H]1C[C@H](CC(=O)NCc3ccccc3)O[C@@H](CO)[C@H]1O2,-17,1,2.6,/
CC(=O)N(C)C[C@H]1Oc2cc(-c3cccnc3)ccc2S(=O)(=O)N([C@H](C)CO)C[C@@H]1C,-173,17,-0.5,-2
Cc1noc(C)c1NC(=O)Nc1cccc2c1O[C@H](CN(C)S(=O)(=O)c1ccc(Cl)cc1)[C@@H](C)CN([C@@H](C)CO)C2=O,7,4,2.0,5

(listing goes on)
Compound,Tcruzi prolif,Pf Dd2 growth,KDM4C inh,C diff growth
CN1CCN(C(=O)C[C@H]2CC[C@H]3[C@H](COc4ccc(NC(=O)c5ccc(F)c(F)c5)cc4C(=O)N3C)O2)CC1,69,1,2.2,17
C[C@H]1CN([C@@H](C)CO)C(=O)Cc2cc(NC(=O)Cc3ccccc3)ccc2O[C@@H]1CN(C)C(=O)NC1CCCCC1,15,-15,-0.5,-3
C[C@@H]1CN([C@@H](C)CO)C(=O)Cc2cc(NC(=O)Cc3ccccc3)ccc2O[C@H]1CN(C)C(=O)Nc1ccc(F)cc1,/,-24,0.3,14&0
CC(=O)N(C)C[C@H]1Oc2cc(-c3cccnc3)ccc2S(=O)(=O)N([C@@H](C)CO)C[C@@H]1C,-70,35,0.0,/
CCCNC(=O)N1[C@H](CO)[C@H](c2ccc(C3=CCCC3)cc2)[C@H]1CNC(C)=O,-5,-12,1.5,-7
CO[C@H]1CC[C@@H]2CCN(C)C(=O)[C@@H](C)N(C)C(=O)c3cc(C#N)ccc3OC[C@@H]1O2,58,/,0.5,7
C[C@H](O)C#Cc1ccc2c(c1)O[C@@H](CN(C)C(=O)CN(C)C)[C@@H](C)CN([C@H](C)CO)S2(=O)=O,-4,11,0.4,0
C[C@H](CO)N1C[C@H](C)[C@H](CN(C)Cc2ccc(Cl)c(Cl)c2)Oc2ccc(NS(=O)(=O)c3ccc(F)cc3)cc2C1=O,27,17,-0.1,9
Cc1ccc(S(=O)(=O)N(C)C[C@H]2OCCCC[C@H](C)Oc3ccc(NS(=O)(=O)c4ccc(Cl)cc4)cc3C(=O)N([C@H](C)CO)C[C@H]2C)cc1,108*,-68,1.6,5
CCS(=O)(=O)Nc1ccc2c(c1)C(=O)N(C)[C@@H]1CC[C@@H](CC(=O)NC3CCCCC3)O[C@H]1CO2,18,-1,0.5,-2

Next records.
Compound,Tcruzi prolif,Pf Dd2 growth,KDM4C inh,C diff growth
CCNC(=O)c1cc2c(c(-c3cccc(-c4cccc(F)c4)c3)n1)[C@@H](CCO)N([S@](=O)C(C)(C)C)C2,42,-26,-1.4,/
Cc1cc(C(=O)Nc2cccc3c2O[C@@H](CN(C)S(=O)(=O)c2c(C)noc2C)[C@@H](C)CN([C@H](C)CO)C3=O)n(C)n1,82,1,0.1,3
COc1ccccc1C#Cc1ccc([C@@H]2[C@H](CO)N3CCCCN(C(=O)C4CCC4)C[C@@H]23)cc1,87,-15,-0.4,21
C[C@H]1CN([C@@H](C)CO)C(=O)c2cccc(NC(=O)C3CC3)c2O[C@@H]1CN(C)CC1CCCCC1,66,-36,0.1,-4
O=C(C[C@H]1C[C@H]2c3cc(NC(=O)CC4CC4)ccc3O[C@H]2[C@H](CO)O1)NCc1ccccc1F,/,24,/,14
O=C(C[C@H]1C=C[C@@H](NC(=O)c2ccncc2)[C@@H](CO)O1)NCc1ccncn1,/,5,0.5,-4
CCC(=O)N1CC[C@H]2[C@H](CO)Nc3ccc(C#Cc4ccccc4F)cc3[C@H]21,/,-58,-0.2,0
C[C@@H]1CN([C@@H](C)CO)C(=O)c2cccc(NS(=O)(=O)c3ccccc3)c2O[C@H]1CN(C)Cc1ccc(Cl)c(Cl)c1,33,-39,/,3
CS(=O)(=O)N1[C@H](CO)[C@@H](c2ccccc2)[C@@H]1C#N,-36,27,1.1,-22

Screening data (PubChem BioAssay)
